WT yeast gro inh: growth inhibition of WT yeast, mitochondrial fusion screen; mitochondrial fusion phenotypic screen, WT strain; inhibition, % at 10 µM; 190,000 tested, 2.1% active; AID 1362; in the data active = inhibition above about 58%; tested in S. cerevisiae
bCat nuc transl: beta-catenin nuclear translocation modulation; HeLa beta-catenin nuclear translocation, immunofluorescence imaging; nuclear translocation activity, % at 5 µM; 190,000 tested, 0.3% active; AID 1665;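 active = nuclear translocation activity above 50% at 5 µM, with a well cell count of 50 or more; inconclusive = wells under 50 cells across six images, flagged as toxic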;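 also: per-cell ratio of nuclear to cytoplasmic median beta-catenin stain intensity; plate controls were DMSO negative control for no effect and GSK-3 inhibitor IX positive control for full effect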
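Test system: HeLa cells, endogenous beta-catenin; Compound: single 5 µM dose plus 0.02–20 µM confirmation series; Times: compound exposure 24 h at 37°C; Signal: fluorescence imaging of beta-catenin antibody stain plus DAPI; Read-out: % activation, nuclear-to-cytoplasmic median beta-catenin signal ratio per cell.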
Insulin prom up: MIN6 insulin promoter up-regulation; MIN6 insulin promoter-GFP reporter, high-content imaging; active compounds read high; z-score at 5 µM; 190,000 tested, 0.3% active;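 active = z-score above 3 at 5 µM with at least 500 cells counted in the well; inconclusive = wells under 500 cells, flagged as cytotoxic or low count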
T cell HTS: modulates CD8 T cell binding to vesicles. 2C CD8+ T cell-vesicle binding, flow cytometry; active compounds read low. calls only at 7 µM. 330,000 tested, 0.068% active. AID 2052;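 active = response, share of CD8 T cells binding vesicles, and their 90th percentile fluorescence all below set limits, cut at about 80% in these data, passing the limit was not always enough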
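Test system: purified 2C TCR transgenic mouse naive CD8+ T cells. Probe or stimulus: QL9-peptide-loaded Drosophila micro-vesicles bearing Ld, ICAM-1 and B7-1. Incubation: binding step 1.5 h, 37 °C, antibody labelling 20 min, ice. Measured by: flow cytometry of vesicle-bound cells.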
Autophagy HCS: modulators of autophagy | MEF GFP-LC3 puncta imaging; test concentration mostly 10 µM | calls only at 10 µM (by protocol) | 190,000 tested, 0.98% active;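 active = percentage of spot-positive cells more than 3 SD above its plate mean, without a fluorescence outlier flag or 80% toxicity; inconclusive = no clear call, values can overlap the other calls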;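 also: spot-positive cell cutoff set from DMSO-treated cells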
Lipid droplet: hepatic lipid droplet formation modulation; AML12 mouse hepatocytes, oleate lipid droplets, BODIPY imaging; inhibition, % at 6.5 µM; 240,000 tested, 0.4% active; AID 1656;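 active = lipid droplet intensity inhibited by at least 50%, with more than 500 cells counted; inconclusive = wells with under 300 cells, treated as cytotoxic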
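material = mouse AML12 hepatocyte cell line, fixed after treatment | also added = 100 µM oleic acid challenge | doses = compound at 6.5 µM only | schedule = overnight exposure | technique = Image-based BODIPY and DAPI two-channel analysis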
Myeloid diff 2: promotes myeloid progenitor differentiation | 360,000 tested, 1% active | calls only at 10 µM | ER-HoxA9 myeloid progenitors, lysozyme-GFP differentiation, flow cytometry;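 active = normalized GFP-positive differentiation at or above the plate's own cutoff, the solvent-only control mean plus 3 SD; inconclusive = no clear call, values can overlap the other calls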;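 also: cells exposed to compound for four days before flow analysis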
West Nile virus CPE: West Nile virus antiviral activity, cell-based, CPE readout (AID 1621); West Nile virus-infected cells, CPE inhibition; higher % means a stronger effect; CPE inhibition, % at 10 µM; hits with a dose series show IC50 in µM; 290,000 tested, 0.02% active; in the data active = a potency from the dose series; inconclusive = CPE inhibition mostly from about 3.7% at the one dose, without a potency; inactive = the rest, 99 in 100 with CPE inhibition below about 2.2%; also: strong numbers were not always called active
MT stabilize HCS: stabilizes microtubules in HeLa cells | % tubulin-high responders, % at 10 µM | 200,000 tested, 0.83% active | HeLa tubulin immunostaining HCS, 24 h; share of cells brighter than vehicle mean+2SD | AID 2205;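 active = plate Z-score above 3 for both tubulin-high and condensed-nucleus cell shares, with cell loss under 80%, at 10 µM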;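 also: anti alpha tubulin signal scored within the nucleus-defined area of each cell; some results filed as inactive read as strong as hits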
WT yeast gro inh mutant strain: also measured in WT yeast gro inh; calls as there; inhibition, %; mitochondrial fusion phenotypic screen, mutant strain inhibition
Insulin prom up cell count: second read-out of Insulin prom up, no call of its own (marks repeat the call); cell count; measured here: cytotoxicity, nuclei count;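 total cells summed across four imaged fields per well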
Lipid droplet cells 6.5 µM: also measured in Lipid droplet; calls as there; cell count; measured here: cell count, cytotoxicity flag;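 cells counted across two imaged fields per well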
bCat nuc transl cell count 5 µM: also measured in bCat nuc transl; calls as there; cell count; measured here: cell count, cytotoxicity flag
T cell HTS vesicle-bound %: also measured in T cell HTS; calls as there; double positive events, %; measured here: CD8+ vesicle-bound cell fraction;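 binding gate set so that unloaded-vesicle control wells show 10% double positive cells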
MT stabilize HCS Hoechst-high %: also measured in MT stabilize HCS; calls as there; % Hoechst-high responders; measured here: nuclear condensation Hoechst responders;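 share of cells brighter than vehicle mean plus two SD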
MT stabilize HCS cytotoxicity %: further read-out of MT stabilize HCS, marked with its call; toxicity, %; measured here: cytotoxicity by cell density;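 0% = mean cell density of plate MIN control wells and 100% = no cells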
Autophagy HCS cell loss 18 h: also measured in Autophagy HCS; calls as there; toxicity, %; measured here: cell loss, nuclei count;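 cell loss after 18 h compound exposure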
Myeloid diff 2 GFP+ MAC1+ %: also measured in Myeloid diff 2; calls as there; GFP+ MAC1+ double positive, %; measured here: differentiation confirmed by MAC1 staining
The depositor's hits bear a star; i = inactive; ? = inconclusive; / = not tested or not shown.

SMILES	WT yeast gro inh	WT yeast gro inh mutant strain	bCat nuc transl	bCat nuc transl cell count 5 µM	Insulin prom up	Insulin prom up cell count	T cell HTS	T cell HTS vesicle-bound %	Autophagy HCS	Autophagy HCS cell loss 18 h	Lipid droplet	Lipid droplet cells 6.5 µM	Myeloid diff 2	Myeloid diff 2 GFP+ MAC1+ %	West Nile virus CPE	MT stabilize HCS	MT stabilize HCS Hoechst-high %	MT stabilize HCS cytotoxicity %
O=C(N/N=C/c1cccnc1)c1ccccc1OCc1cccc(Br)c1	-9.4	-28.4	-0.8	1149	0.01	1236	i	48.3	i	25.0	-4.1	699	i	0.4	-0.4%	2.5	2.7	1.2
CCCCOC(=O)Nc1ccc(C(=O)OCCC)cc1	22.6	1.1	-2.0	978	-0.94	1175	i	25.5	i	22.7	/	/	i	0.6	0.9%	3.2	2.6	4.9
CCC(c1nnnn1Cc1ccc2c(c1)OCO2)N1CCN(c2ccccc2)CC1 (stereo unspecified)	13.6	-23.3	-5.0	1116	/	/	i	45.6	i	-26.9	1.8	735	i	0.5	-0.6%	6.1	1.1	10.4
Cc1ccc(SCc2ccc(C(=O)Nc3cccc([N+](=O)[O-])c3C)cc2)cc1	-20.0	23.3	/	/	-0.78	1385	i	36.0	i	4.1	/	/	i	1.9	-0.5%	3.0	1.6	4.3
COc1ccccc1OCCOC(=O)Nc1ccccc1	-0.2	-9.8	-3.0	1074	0.33	1591	i	48.8	i	-18.3	-17.0	514	i	0.8	-0.7%	5.7	3.2	6.7
NC(=O)C1CCN(C(=O)CSc2ccccn2)CC1	3.8	1.2	-0.2	1157	-0.19	1256	i	14.3	i	-0.8	-17.1	752	i	6.2	0.8%	2.9	0.5	18.3
O=C(CN(C(=O)Cn1nnc(-c2ccc(F)cc2)n1)c1ccc(F)cc1)NC1CCCC1	/	/	/	/	/	/	i	27.4	/	/	-1.9	845	i	0.9	-0.6%	/	/	/
O=C(NC1CCN(C(=S)NCc2ccco2)CC1)C1CCCCC1	-4.7	-11.2	-2.1	1084	0.15	1961	i	4.0	i	-5.5	-11.9	647	i	2.8	-0.7%	1.9	2.1	7.5
O=C(CNC(=O)c1ccccc1)NCc1ccc(Cl)cc1	-10.1	-7.2	-0.8	1083	-0.2	1594	i	33.6	i	19.8	3.4	680	i	0.3	1.7%	1.8	2.1	3.9
Cc1ccc(/C=C/S(=O)(=O)NCC(=O)OCC(=O)N2CC(=O)Nc3ccccc32)cc1	/	/	0.9	1186	0.14	1421	i	21.0	/	/	7.7	732	i	0.2	0.0%	/	/	/
Cc1nc2cc3nc(C)sc3cc2s1	25.6	4.0	-5.8	886	1.39	1207	i	44.7	i	-59.4	/	/	i	0.9	0.3%	5.1	2.0	11.8
O=C(NC1CCCC1)C(c1ccc(N2CCOCC2)cc1)N(C(=O)c1ccco1)c1ccccc1F (stereo unspecified)	13.8	2.0	0.9	1453	-0.31	1460	i	50.7	i	3.1	0.9	684	i	0.2	-1.1%	1.8	1.1	2.5
O=C(NN1C(=O)c2ccccc2NC1c1ccoc1)c1ccc([N+](=O)[O-])cc1 (stereo unspecified)	7.9	1.1	-4.3	581	/	/	i	26.9	i	14.4	-0.3	745	i	0.9	-0.7%	2.3	1.3	2.1
COc1ccc(C(=O)NCC(=O)OCc2ccc([N+](=O)[O-])cc2)cc1	12.3	4.9	-2.5	1079	-0.29	1575	i	60.3	i	-14.3	2.9	669	i	0.2	0.4%	1.5	0.8	2.4
COc1cccc(NC(=S)N(Cc2ccc(Cl)cc2)Cc2ccc(C(=O)O)cc2)c1	3.4	13.4	0.5	1118	0.02	1271	i	44.3	i	1.8	7.6	671	i	0.2	0.1%	1.8	1.3	1.4
COC(=O)c1cc2c(-c3ccccc3)c(C)c3ccccn3c-2c1C(=O)OC	-7.4	-5.7	-5.5	1271	/	/	i	43.3	i	-11.8	0.8	743	i	0.8	-0.2%	1.5	1.4	4.2
Cc1ccc(S(=O)(=O)NNC(=S)Nc2cccc(C)c2C)cc1	/	/	-0.1	1317	0.62	1032	i	36.0	/	/	6.6	730	i	0.2	-0.1%	/	/	/
Cc1oc2c(c1C(=O)N1CCOCC1)C(=O)c1ccccc1C2=O	16.0	19.4	-0.2	1053	-1.09	626	i	35.9	i	6.6	-44.3	729	?	/	-1.6%	29.7	69.7	92.3
COc1ccc(N2CCN(S(=O)(=O)c3ccc(OC)c(C(=O)N4CCCCC4)c3)CC2)cc1	/	/	/	/	/	/	i	22.1	/	/	-3.3	770	i	0.7	-0.5%	/	/	/
CN(C)C(=O)CCc1nc(-c2ccc(C(C)(C)C)cc2)no1	3.8	-8.2	2.3	1305	0.21	1439	i	30.9	i	8.1	/	/	i	0.8	-0.6%	3.6	2.2	3.3
CCCN1CNc2c(c(=O)[nH]c(=S)n2CCc2ccc(OC)c(OC)c2)C1	5.2	0.4	-5.2	1059	0.35	1688	i	47.3	i	5.7	-14.1	672	i	0.7	-0.6%	3.7	1.6	5.0
O=C(COc1ncnc2ccccc12)N1CCN(C(=O)c2ccco2)CC1	-2.7	-62.6	-5.4	968	0.64	1117	i	1.3	i	2.1	/	/	i	0.9	0.2%	2.0	1.9	8.7
O=C(Nc1ccccc1C(=O)OCC(=O)N1CCc2ccccc2C1)c1ccco1	-15.2	-18.7	-0.5	1371	0.57	1464	i	31.9	i	-4.6	/	/	i	0.9	0.2%	2.0	1.5	15.9
O=C(NC(Cc1ccccc1)C(=O)O)/C(=C/c1ccc([N+](=O)[O-])cc1)NC(=O)c1ccco1 (stereo unspecified)	/	/	/	/	/	/	i	20.0	/	/	13.7	849	i	0.5	0.3%	/	/	/
O=[N+]([O-])c1cccc(S(=O)(=O)Nc2nc3ccccc3nc2Nc2cccc(S(=O)(=O)N3CCCCC3)c2)c1	-20.7	-16.9	0.1	1004	-1.11	1003	/	/	i	2.6	2.0	619	i	0.2	0.1%	6.9	5.2	5.0
O=C(CCS(=O)(=O)c1ccc(Br)cc1)NCCc1ccc(Cl)cc1	/	/	/	/	/	/	i	10.9	/	/	-0.1	809	i	1.0	-0.5%	/	/	/
Cc1ccc(S(=O)(=O)N2CCN(S(=O)(=O)c3ccccc3)C2)cc1	4.4	-2.5	/	/	-0.36	950	/	/	i	3.3	/	/	i	8.9	/	1.6	1.2	3.9
C/C(=N\NC(=O)C1COc2ccccc2O1)c1ccc(C)o1 (stereo unspecified)	-0.3	12.2	/	/	-0.38	878	i	57.5	i	33.0	/	/	i	0.0	1.1%	2.7	1.9	8.9
O=C(N[C@@H](Cc1ccccc1)C(=O)NC1CCCCCC1)c1ccco1	8.1	12.5	/	/	/	/	i	48.2	i	-4.6	-4.9	660	i	1.5	-1.0%	2.7	2.6	6.3
COc1cc(CCCN2C(=S)NC[C@@H]2CCCCN)cc(OC)c1OC	-0.6	6.1	0.5	1186	0.15	1400	i	51.7	i	16.5	6.8	731	i	1.1	-0.2%	4.7	1.1	1.6
Cc1cn2c(-c3ccc(Cl)cc3)nnc2s1	13.6	6.2	0.8	1132	/	/	i	30.5	/	/	-4.4	699	i	2.7	0.2%	2.4	2.3	6.1
O=C(CNC(=O)c1ccc(N2C(=O)c3ccccc3C2=O)cc1)OCC(=O)c1ccccc1	-0.9	2.8	-6.0	535	1.42	1371	i	32.5	i	-8.2	3.1	647	i	0.7	0.6%	1.6	3.8	3.3
COc1ccc(C(=O)CCC(=O)N2CCN(c3ccc(C)cc3)C(C)C2)cc1 (stereo unspecified)	/	/	/	/	/	/	i	2.2	/	/	31.9	775	i	2.8	0.0%	/	/	/
O=C(Nc1ccc2c(c1)OCO2)c1cc(-c2cccnc2)nc2ccccc12	20.0	16.4	-3.3	1122	-0.76	1264	i	39.4	i	17.4	-3.9	651	i	0.4	-0.1%	4.7	1.1	17.6
CC(=O)n1cc(N(C(=O)CCl)c2ccc(Cl)cc2)c2ccccc21	/	/	0.2	1284	?	/	i	18.1	/	/	4.1	689	i	0.0	-0.7%	/	/	/
Cc1ccc2nc(NC(=O)C3CCN(S(=O)(=O)c4cccc5nsnc45)CC3)sc2c1	38.8	16.2	-0.9	1077	-1.24	1470	i	43.7	i	20.3	39.0	651	i	0.5	-0.4%	7.0	2.6	8.7
CC1(C)CC(=O)c2sc(NC(=O)C3CC3)nc2C1	4.2	5.8	/	/	-0.45	821	i	43.1	i	7.4	/	/	i	2.1	0.1%	2.5	4.9	8.3
CCCOC(=O)N[C@@H]1C(=O)N2C(C(=O)OCCC)=C(C)CS[C@H]12	/	/	/	/	/	/	i	10.9	/	/	-13.6	749	i	0.5	-0.5%	/	/	/

Compounds from the list above with an aryl thioether with sulfur outside any ring:
SMILES	WT yeast gro inh	WT yeast gro inh mutant strain	bCat nuc transl	bCat nuc transl cell count 5 µM	Insulin prom up	Insulin prom up cell count	T cell HTS	T cell HTS vesicle-bound %	Autophagy HCS	Autophagy HCS cell loss 18 h	Lipid droplet	Lipid droplet cells 6.5 µM	Myeloid diff 2	Myeloid diff 2 GFP+ MAC1+ %	West Nile virus CPE	MT stabilize HCS	MT stabilize HCS Hoechst-high %	MT stabilize HCS cytotoxicity %
Cc1ccc(SCc2ccc(C(=O)Nc3cccc([N+](=O)[O-])c3C)cc2)cc1	-20.0	23.3	/	/	-0.78	1385	i	36.0	i	4.1	/	/	i	1.9	-0.5%	3.0	1.6	4.3
NC(=O)C1CCN(C(=O)CSc2ccccn2)CC1	3.8	1.2	-0.2	1157	-0.19	1256	i	14.3	i	-0.8	-17.1	752	i	6.2	0.8%	2.9	0.5	18.3

From PubChem
